Screening results deposited in PubChem by Vanderbilt University.
GIRK2 act: GIRK2 channel activators by thallium flux | P48051 | HEK293 GIRK2/NPY4 cells, thallium flux fluorescence | activation (% efficacy), % for hits at 37.5 µM | 34,000 tested, under 10 active | AID 1259324;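 active means primary screen hit, no activity in plain HEK293 cells, and in GIRK2-only cells above 5% efficacy rising with concentration; inactive means the rest, including fluorescent compounds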;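 further: efficacy is normalized control-subtracted fluorescence 15 s after thallium addition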
Target sequence (P48051 whole entry, looked up): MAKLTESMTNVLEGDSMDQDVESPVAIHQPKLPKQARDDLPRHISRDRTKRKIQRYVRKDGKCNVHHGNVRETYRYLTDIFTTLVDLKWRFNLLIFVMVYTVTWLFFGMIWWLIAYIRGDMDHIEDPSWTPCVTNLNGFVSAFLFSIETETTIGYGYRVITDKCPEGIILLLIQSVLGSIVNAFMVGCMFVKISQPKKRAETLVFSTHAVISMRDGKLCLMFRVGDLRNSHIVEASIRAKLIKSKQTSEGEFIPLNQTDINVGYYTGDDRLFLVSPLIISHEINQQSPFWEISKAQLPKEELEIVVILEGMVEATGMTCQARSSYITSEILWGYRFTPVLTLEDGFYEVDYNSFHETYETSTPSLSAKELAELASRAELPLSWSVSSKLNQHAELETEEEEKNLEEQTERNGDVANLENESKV
Calls only; i = inactive.

SMILES	GIRK2 act
COC(=O)c1ccc(C(=O)Nc2ccc(CC(=O)NC3CC3)cc2)cc1	i
Cc1cc(C)c2c(NC(=O)c3ccc(Cl)cc3)noc2n1	i
O=C(NCc1n[nH]c(=O)c2ccccc12)c1cc(-c2cccs2)[nH]n1	i
Cc1ccc(CN2C(=O)NC3(CCN(S(=O)(=O)c4cccc(C)c4)CC3)C2=O)cc1	i
Cc1cc(N(C)C)nc(NCCNC(=O)c2ccc(F)cc2Cl)n1	i
COc1ccc(CCC(=O)N2CCN(c3ccc(-c4ccccc4OC)nn3)CC2)cc1	i
CC1(C)Cc2cccc(OCC(=O)N3c4ccccc4CC3C(N)=O)c2O1 (configuration not stated)	i
CCCCS(=O)(=O)N1CCC2(CC1)NC(=O)N(Cc1ccc(F)cc1)C2=O	i
O=C(NCC(O)(c1cccs1)C1CC1)C1(c2cccs2)CCCC1 (configuration not stated)	i
CC(C)S(=O)(=O)c1ccc(C(=O)Nc2cccc(-c3nc4ccccc4s3)c2)cc1	i
Cn1cccc1C(CNS(=O)(=O)c1ccc(C(C)(C)C)cc1)N1CCCC1 (configuration not stated)	i
CCOC(=O)N1CCN(C(=O)Cc2csc(Nc3cccc(C(F)(F)F)c3)n2)CC1	i
Cc1cc(-c2nnc(NC(=O)C3CCN(S(C)(=O)=O)CC3)o2)n(C)n1	i
Cc1cc(NC(=O)CSc2nnc(N3CCN(C(=O)Cc4ccc(F)cc4)CC3)s2)no1	i
CNC(=O)c1cccc(-c2noc(C3CN(C(=O)/C=C/c4cccs4)C3)n2)c1	i
O=C(CN1C(=O)c2ccccc2S1(=O)=O)Nc1ccc([N+](=O)[O-])cc1	i
COc1cc(-c2noc(C3CCN(S(=O)(=O)c4ccc(C)cc4)CC3)n2)cc(OC)c1OC	i
O=C(C1CCCCC1)N1CCN(c2ncnc3c2nnn3-c2ccc(F)cc2)CC1	i
CCn1nnc2c(=O)n(CC(=O)NC3CCCC3)cnc21	i
O=S(=O)(NCC(O)C1CCCCC1)c1ccc(Br)cc1 (configuration not stated)	i
CN(C)CCSc1ccc(NC(=O)C2CC2)nn1	i
COCCn1c(=NC(=O)C2CC2)sc2cc(Br)ccc21	i
COc1cc(NC(=O)NCc2ccccc2)ccc1N1CCCCC1=O	i
CCOc1ccc2ccccc2c1C(=O)NCC1(O)CCOCC1	i
O=C(CC1(O)C(=O)Nc2ccc(Cl)cc21)c1ccccc1 (configuration not stated)	i
Cc1cc(NC(=O)C(=O)NCCCCN2CCOC(c3ccccc3)C2)no1 (configuration not stated)	i
COc1ccc(OC)c(CCNC(=O)c2cccc(N3C(=O)C(C)CS3(=O)=O)c2)c1 (configuration not stated)	i
CC(C)(C)n1nc2c(c1-n1cccc1)CN(C(=O)c1cccs1)C2	i
NS(=O)(=O)c1ccc(NC(=O)Cc2csc(NC(=O)c3ccc(=O)[nH]c3)n2)cc1	i
Cc1cc(C)c2c(n1)nn1c(NCC(C)C)cc(C)nc21	i
COc1ccc(S(=O)(=O)CC(=O)Nc2sc3c(c2C(N)=O)CCCC3)cc1	i
CC(=O)Nc1ccc(Nc2cc(-n3cccn3)ncn2)cc1	i
COc1ccccc1C(=O)Oc1c(C)cccc1C	i
O=C(Nc1ccc2c(c1)OCCO2)c1ccc(=O)[nH]n1	i
COc1nn(C)cc1-c1nnc(SCC(=O)N(C)c2ccccc2)n1C	i
O=C(NCCCn1cccc1)c1cccc(-n2cnnn2)c1	i
CC(Oc1ccc(F)cc1)C(=O)N1CCN(c2ccc3nnc(C4CC4)n3n2)CC1 (configuration not stated)	i
CCOc1ccccc1NC(=O)Nc1ccc2c(c1)CN(C(=O)c1ccco1)CC2	i
O=S(=O)(CCOc1ccc(F)cc1)Nc1ncccn1	i
CCOc1ccc(-c2cc(=O)n(Cc3cccc(F)c3)cn2)cc1	i
Cc1cnc2c(c1SCC(=O)N1CCCCCC1)c(=O)n(C)c(=O)n2C	i
N#Cc1ccc(NC(=O)CSc2n[nH]c(=O)c3cc(-c4ccco4)nn23)cc1	i
COc1ccc(-c2ccc(N3CCC(C(=O)N4CCN(C)CC4)CC3)nn2)cc1	i
Cc1cc(NC(=O)Cc2cccs2)n(-c2nc3c(cnn3-c3cccc(C)c3C)c(=O)[nH]2)n1	i
COc1ccc(Cl)cc1C(=O)N(Cc1ccccn1)Cc1ccco1	i
Cc1noc(C2CN(C(=O)C(C)Oc3ccccc3)C2)n1 (configuration not stated)	i
COCCCn1c(C(=O)NC(C)COC)cc2c(=O)n3cccc(C)c3nc21 (configuration not stated)	i
Cc1ccc(C(=O)NCCS(=O)(=O)N2CCN(Cc3ccccc3)CC2)cc1C	i
CCOc1ccccc1C(=O)NCC1CCN(S(C)(=O)=O)CC1	i
CCC(C(=O)NCCNC(=O)c1ccc(NC(=O)c2ccc(F)cc2)cc1)c1ccccc1 (configuration not stated)	i
Cc1ccc(-n2c(C)nc3ccc(NS(C)(=O)=O)cc3c2=O)cc1	i
Cc1ccc(C(=O)Nc2ccc(SCC(=O)NCc3ccc4c(c3)OCO4)nn2)cc1	i
COc1ccc(CCC(=O)Nc2cccc(N3CCCCC3=O)c2)cc1	i
O=C(NCc1cccs1)C(=O)NCC(O)C1CCCCC1 (configuration not stated)	i
COc1ccc(N2CCCS2(=O)=O)cc1NC(=O)C(=O)NCCN1CCOCC1	i
COc1cccc(C(=O)N(CCCn2ccnc2)c2nc3c(F)cccc3s2)c1OC	i
O=C(c1ccccc1Br)N(Cc1ccsc1)Cc1ccccn1	i
CCOC(=O)c1ccc(Nc2nnnc3c2cnn3-c2ccccc2)cc1	i
Cc1ccc(C)c(S(=O)(=O)N2CCN(Cc3nc(-c4cccs4)cs3)CC2)c1	i
O=C1NC2(CCN(Cc3ccccc3F)CC2)C(=O)N1Cc1ccc(F)cc1	i

Continued.
SMILES	GIRK2 act
CC(=O)c1cccc(NS(=O)(=O)c2ccc(-c3ccc(C)cc3)cc2)c1	i
Cc1ccccc1C(=O)Nc1ccc(N2CCCCC2=O)cc1	i
COc1ccc(CC(=O)Nc2ccc(-c3cn4nc(OC)ccc4n3)cc2)cc1	i
COc1ccc(-c2ccc(OCCNC(=O)c3cc4cc(Br)ccc4oc3=O)nn2)cc1	i
CCOCCn1c(CNC(=O)c2ccco2)nc2ccccc21	i
O=C(Nc1nnc(CSc2ccccc2)o1)c1sc2ccccc2c1Cl	i
COc1ccc(CCS(=O)(=O)N(Cc2cccn2C)C2CC2)cc1	i
CS(=O)(=O)N1CCC(CNC(=O)c2ccccn2)CC1	i
Cc1oc(-c2cccc(Cl)c2)nc1Cn1nnc(C(=O)Nc2ccc(F)c(F)c2)c1C	i
CN(C1(C)CCS(=O)(=O)C1)S(=O)(=O)c1ccc(Cl)c(Cl)c1 (configuration not stated)	i
COc1ccc(-c2c(C)nn3c(N4CCN(C)CC4)cc(C)nc23)cc1OC	i
CCOc1ccc(C(=O)NCC2COC3(CCCCC3)O2)cc1OCC (configuration not stated)	i
O=C(NCCn1ncc2c(N3CCCC3)ncnc21)c1c(F)cccc1Cl	i
CNC(=O)c1cccc(-c2noc(C3CN(CC(=O)Nc4ccc5c(c4)OCO5)C3)n2)c1	i
O=C(CSc1nc(=O)n(CCCO)c2c1CCC2)N1CCCC1	i
COc1ccc(-c2cc(NS(=O)(=O)c3cnc[nH]3)n(C3CCS(=O)(=O)C3)n2)cc1 (configuration not stated)	i
Cc1ccc(-n2ncc3c(=O)n(NC(=O)c4ccc(C(C)(C)C)cc4)cnc32)cc1	i
CCn1nccc1C(=O)N(Cc1ccccc1)c1nc2c(F)cc(F)cc2s1	i
COc1cc(NC(=O)Nc2ccc(-n3nnn(CC(N)=O)c3=O)cc2)cc(OC)c1	i
O=C(Nc1nccs1)c1ccc(=O)n(Cc2c(F)cccc2Cl)c1	i
CSc1ccccc1C(=O)NCCC(O)c1ccccc1 (configuration not stated)	i
CCCCn1c(-n2nc(C)cc2C)nc2c1c(=O)n(CC(N)=O)c(=O)n2C	i
CCOC(=O)CSc1ccc(NC(=O)C(C)C)nn1	i
Cc1cc(NC(=O)c2nnn(-c3cccc(C(F)(F)F)c3)c2C)no1	i
COc1ccc(NC(=O)C(=O)NCC(O)c2cccn2C)cc1Cl (configuration not stated)	i
Cc1cc(C)n(-c2ccc(N3CCCC(C(=O)NC4CCCCC4)C3)nn2)n1 (configuration not stated)	i
CC(C)c1nnc(C2CCN(C(=O)CC3CSc4nc5c(c(=O)n43)CCC5)CC2)o1 (configuration not stated)	i
O=C(Cc1csc(SCc2cccc(Cl)c2)n1)NCC1CCCO1 (configuration not stated)	i
Cc1cc(C(=O)N2CCN(C(=O)c3cnn4ccccc34)CC2)no1	i
Cc1cc(Nc2ccc(C)c(Cl)c2)nc(-n2cc([N+](=O)[O-])cn2)n1	i
Cc1cc(C(=O)N2CC(C(=O)N3CCN(c4ccc(Cl)c(Cl)c4)CC3)C2)no1	i
COc1ccc(CCS(=O)(=O)NCC(O)c2ccsc2)cc1 (configuration not stated)	i
CC(C)S(=O)(=O)c1ccc(C(=O)Nc2nc(-c3ccc(Br)cc3)cs2)cc1	i
CCCNC(=O)C(=O)Nc1c2c(nn1-c1ccc(Cl)cc1)CS(=O)(=O)C2	i
CC(=O)c1ccc(N2CCN(C(=O)c3ccc(S(=O)(=O)c4ccc(Cl)cc4)nc3)CC2)cc1	i
COc1ccc(OCC(=O)NCCOc2ccc3nnc(-c4ccccc4)n3n2)cc1	i
O=S(=O)(NCC1(O)CCOc2ccccc21)c1ccc2c(c1)OCCO2 (configuration not stated)	i
CCOC(=O)C1CCCN(C(=O)Cn2cnc(-c3cccs3)cc2=O)C1 (configuration not stated)	i
COc1cccc(CNC(=O)CSc2nc(=O)n(CC3CCCO3)c3c2CCC3)c1 (configuration not stated)	i
COc1ccc(S(=O)(=O)CCC(=O)Nc2cc(C)nn2C)cc1	i
O=C(C1CC(=O)N(c2ccc(F)cc2)C1)N1CCC(COCc2ccccc2)CC1 (configuration not stated)	i
Cc1[nH]c(=O)[nH]c(=O)c1CC(=O)N1CCN(S(C)(=O)=O)CC1	i
COc1ccc(CCNC(=O)c2ncccn2)cc1OC	i
O=C(Nc1cccc(F)c1)C1CCCN(c2ccc(-n3ccnc3)nn2)C1 (configuration not stated)	i
CCC(C(=O)Nc1ccc(-c2cn3nc(OC)ccc3n2)cc1)c1ccccc1 (configuration not stated)	i
Cn1cc(C(=O)NCC#CCN2CCc3ccccc3C2)nn1	i
O=C(Nc1ccc(F)c(F)c1)c1ccc(=O)n(Cc2cccc(C(F)(F)F)c2)c1	i
COc1ccc(C(CNC(=O)C(=O)Nc2cc([N+](=O)[O-])ccc2C)N2CCOCC2)cc1 (configuration not stated)	i
COC(=O)Nc1nc(CC(=O)NCCc2ccc(Cl)cc2)cs1	i
N#Cc1ccccc1NC(=O)C(=O)NCCN1CCC(c2cccs2)CC1	i
O=C(CN1C(=O)c2ccccc2S1(=O)=O)Nc1ccc(F)c(F)c1F	i
COc1cccc(OCC(O)CN(c2c(C)cc(C)cc2C)S(C)(=O)=O)c1 (configuration not stated)	i
CSc1cccc(NC(=O)NCCNc2nc(C)cc(N(C)C)n2)c1	i
Cc1ccc(S(=O)(=O)N2CCC(C(=O)Nc3sc(C)c(C)c3C#N)CC2)cc1	i
O=C(COc1ncccn1)NCCNc1ccc(-n2cccn2)nn1	i
COc1cccc(-c2nnc3ccc(OCCNC(=O)Nc4cc(C)ccc4OC)nn23)c1	i
CSc1ccccc1NC(=O)C(=O)Nc1ccc(C)c(C)c1	i
CCOC(=O)C1=C(CS(=O)(=O)c2ccc(F)cc2)NC(=O)NC1c1ccc(OC)c(OC)c1 (configuration not stated)	i
Cc1cc(C)n(-c2ccc(N3CCCC(C(=O)Nc4ccc5c(c4)OCCO5)C3)nn2)n1 (configuration not stated)	i
Cc1ccc(-c2ncc(C(=O)N3CC=C(c4ccccc4)CC3)c(-c3ccncc3)n2)cc1	i

Further structures follow:
SMILES	GIRK2 act
COc1cccc(OCC(=O)NCC(C)(O)c2ccc(-c3ccccc3)cc2)c1 (configuration not stated)	i
O=C1c2ccccc2C(=O)N1CCCCN1CCN(C2CCCCC2)CC1	i
Cc1[nH]c(=O)[nH]c(=O)c1CC(=O)Nc1onc2c1CCCC2	i
Cc1c(C)c(C)c(S(=O)(=O)NCC2(O)CCCC2)c(C)c1C	i
COc1ccccc1NC(=O)C(=O)NCC1CCN(Cc2ccco2)CC1	i

16 entries from above, bar-delimited.
canonical_smiles | GIRK2 act
COC(=O)Nc1nc(CC(=O)NCCc2ccc(Cl)cc2)cs1 | i
N#Cc1ccccc1NC(=O)C(=O)NCCN1CCC(c2cccs2)CC1 | i
O=C(CN1C(=O)c2ccccc2S1(=O)=O)Nc1ccc(F)c(F)c1F | i
COc1cccc(OCC(O)CN(c2c(C)cc(C)cc2C)S(C)(=O)=O)c1 (configuration not stated) | i
CSc1cccc(NC(=O)NCCNc2nc(C)cc(N(C)C)n2)c1 | i
Cc1ccc(S(=O)(=O)N2CCC(C(=O)Nc3sc(C)c(C)c3C#N)CC2)cc1 | i
O=C(COc1ncccn1)NCCNc1ccc(-n2cccn2)nn1 | i
COc1cccc(-c2nnc3ccc(OCCNC(=O)Nc4cc(C)ccc4OC)nn23)c1 | i
CSc1ccccc1NC(=O)C(=O)Nc1ccc(C)c(C)c1 | i
CCOC(=O)C1=C(CS(=O)(=O)c2ccc(F)cc2)NC(=O)NC1c1ccc(OC)c(OC)c1 (configuration not stated) | i
Cc1cc(C)n(-c2ccc(N3CCCC(C(=O)Nc4ccc5c(c4)OCCO5)C3)nn2)n1 (configuration not stated) | i
Cc1ccc(-c2ncc(C(=O)N3CC=C(c4ccccc4)CC3)c(-c3ccncc3)n2)cc1 | i
COc1cccc(OCC(=O)NCC(C)(O)c2ccc(-c3ccccc3)cc2)c1 (configuration not stated) | i
O=C1c2ccccc2C(=O)N1CCCCN1CCN(C2CCCCC2)CC1 | i
Cc1[nH]c(=O)[nH]c(=O)c1CC(=O)Nc1onc2c1CCCC2 | i
Cc1c(C)c(C)c(S(=O)(=O)NCC2(O)CCCC2)c(C)c1C | i

An excerpt; rates above refer to the full screens.
